# TcdB inh – blocks C. difficile toxin B glycohydrolase activity; AID 652162; TcdB glycohydrolase enzymatic assay, plate reader; P18177; inhibition, % at 9.99 µM; 350,000 compounds, 0.24% hits; in the data active means inhibition above about 10%
# * hit, by the source's call; & = joins results of further samples. A portion of the library; rates above refer to the full screens.
# A first look:
smiles,TcdB inh
CN(C)C(=O)C[C@H]1C[C@H]2c3cc(NC(=O)Nc4ccc(F)cc4)ccc3O[C@H]2[C@H](CO)O1,0.5
CC(C)NC(=O)N(C)C[C@@H]1Oc2c(NC(=O)CCCCCC(=O)Nc3ccccc3N)cccc2C(=O)N([C@H](C)CO)C[C@@H]1C,-1.3

# Main list, from the start:
smiles,TcdB inh
CN(C)C(=O)C[C@H]1C[C@H]2c3cc(NC(=O)Nc4ccc(F)cc4)ccc3O[C@H]2[C@H](CO)O1,0.5
CC(C)NC(=O)N(C)C[C@@H]1Oc2c(NC(=O)CCCCCC(=O)Nc3ccccc3N)cccc2C(=O)N([C@H](C)CO)C[C@@H]1C,-1.3
COc1ccccc1-c1cn(CC[C@@H]2CC[C@@H](NC(=O)NC(C)C)[C@H](CO)O2)nn1,0.0
O=C(Nc1cccc(F)c1)N1C[C@H]2[C@@H](c3ccccc31)[C@@H](CO)N2C(=O)c1cccnc1,-0.5
C[C@@H]1CN([C@@H](C)CO)C(=O)c2cc(NC(=O)Nc3ccc4c(c3)OCO4)ccc2O[C@@H]1CN(C)C(=O)NC1CCCCC1,0.9
C[C@@H]1CN([C@@H](C)CO)C(=O)c2cccc(NS(C)(=O)=O)c2O[C@@H]1CN(C)CC1CC1,-0.3
O=C(C[C@H]1CC[C@H](NC(=O)c2ccncc2)[C@H](CO)O1)Nc1ccccc1,-0.4
C[C@@H]1CN([C@@H](C)CO)C(=O)c2cc(-c3cccc(F)c3)cnc2O[C@@H]1CN(C)C(=O)c1ccccn1,-0.4
CC(=O)N1[C@H](CO)[C@@H](c2ccccc2)C12CN(C(=O)Nc1ccccc1F)C2,0.1
CC(C)NC(=O)Nc1ccc2c(c1)C(=O)N([C@@H](C)CO)C[C@H](C)[C@@H](CN(C)C(=O)C1CCCCC1)OCCCC[C@@H](C)O2,1.3
C/C=C/c1ccc([C@H]2[C@@H](CO)N(C(=O)NCCC)[C@H]2CN(C)C(=O)CC)cc1,0.3
O=C(Nc1ccc(C(F)(F)F)cc1)N1[C@@H]2CNC[C@H]1C2c1ccc(-c2ccncc2)cc1 (some centres undefined),0.1&-2.4
Cc1noc(C)c1S(=O)(=O)Nc1ccc2c(c1)CC(=O)N([C@H](C)CO)C[C@H](C)[C@@H](CN(C)C)O2,-0.7
CC(C)NC(=O)N(C)C[C@H]1Oc2ccc(NC(=O)CCCCCC(=O)Nc3ccccc3N)cc2CC(=O)N([C@@H](C)CO)C[C@@H]1C,0.0
N#C[C@H]1[C@@H](c2ccccc2)[C@@H](CO)N1S(=O)(=O)Cc1ccccc1,1.4
CO[C@H]1CN(C)C(=O)c2ccc(NC(=O)NC(C)C)cc2OC[C@@H](C)N(Cc2ccc(-c3ccccn3)cc2)C[C@H]1C,0.2
C[C@H]1CN([C@@H](C)CO)C(=O)c2cc(-c3cccc(F)c3)cnc2O[C@@H]1CN(C)C(=O)c1cnccn1,-0.6
C[C@H](CO)N1C[C@H](C)[C@@H](CN(C)CC2CCCC2)Oc2cc(C3=CCCCC3)ccc2S1(=O)=O,-1.0
O=C(Nc1ccc(F)cc1)N1CCCCN2[C@@H](CO)[C@H](c3ccc(-c4cccc(F)c4)cc3)[C@@H]2C1,-0.8
O=C(C[C@@H]1C[C@@H]2c3cc(NC(=O)Nc4ccccc4F)ccc3O[C@@H]2[C@H](CO)O1)NCCc1ccccc1,0.3
CO[C@H]1CN(C)C(=O)c2ccc(NC(=O)NC(C)C)cc2OC[C@H](C)N(C(=O)NC(C)C)C[C@H]1C,-1.2
C[C@@H]1CN([C@H](C)CO)C(=O)c2cc(NC(=O)Cc3ccccc3)ccc2O[C@@H](C)CCCCO[C@H]1CN(C)C(=O)CCC(F)(F)F,0.0
C[C@H](CO)N1C[C@H](C)[C@H](CN(C)S(=O)(=O)c2ccc(Cl)cc2)Oc2ccc(NS(=O)(=O)c3cccs3)cc2C1=O,-0.6
CC(=O)N(C)C[C@@H]1Oc2cc(-c3cccnc3)ccc2S(=O)(=O)N([C@@H](C)CO)C[C@@H]1C,-0.2
CCCN(C)C[C@@H]1Oc2cc(C#CC3(O)CCCC3)ccc2S(=O)(=O)N([C@@H](C)CO)C[C@@H]1C,1.2
Cc1cc(C(=O)Nc2cccc3c2O[C@H](CN(C)Cc2ccc(-c4ccccc4)cc2)[C@H](C)CN([C@H](C)CO)C3=O)n(C)n1,0.2
C[C@H](CO)N1C[C@H](C)[C@H](CN(C)C(=O)Nc2ccc(C(F)(F)F)cc2)Oc2ccc(NC(=O)Nc3ccc4c(c3)OCO4)cc2C1=O,-0.2
COC(=O)C[C@H]1C[C@H]2c3cc(NS(=O)(=O)c4cccc(OC)c4)ccc3O[C@H]2[C@H](CO)O1,-0.1
Cc1ccc(-c2ccc3c(c2)O[C@H](CN(C)C(=O)C2CC2)[C@H](C)CN([C@@H](C)CO)S3(=O)=O)cc1,0.8
CO[C@H]1CN(C)C(=O)c2cc(NC(=O)Nc3ccccc3)ccc2OC[C@H](C)N(CC2CC2)C[C@H]1C,-0.3
CC(C)NC(=O)Nc1ccc2c(c1)C(=O)N([C@@H](C)CO)C[C@@H](C)[C@@H](CN(C)C(=O)CCCN(C)C)OCCCC[C@@H](C)O2,-2.1
COc1ccc(S(=O)(=O)N(C)C[C@H]2OCCCC[C@@H](C)Oc3ccc(NC(=O)Nc4c(C)noc4C)cc3C(=O)N([C@@H](C)CO)C[C@H]2C)cc1,-0.4
Cc1ccc(S(=O)(=O)N(C)C[C@H]2Oc3ccc(NC(=O)Cc4cn(C)c5ccccc45)cc3CC(=O)N([C@H](C)CO)C[C@@H]2C)cc1,0.1
Cc1noc(C)c1NC(=O)N(C)C[C@@H]1Oc2ccc(NC(=O)CCN3CCOCC3)cc2C(=O)N([C@@H](C)CO)C[C@@H]1C,0.0
C[C@H](CO)N1C[C@H](C)[C@H](CN(C)S(=O)(=O)c2cccc(F)c2)Oc2ncc(C#Cc3ccc(C(F)(F)F)cc3)cc2C1=O,0.6
COc1ccc(NC(=O)N(C)C[C@H]2OCCCC[C@@H](C)Oc3ccc(NS(=O)(=O)c4ccc(Cl)cc4)cc3C(=O)N([C@@H](C)CO)C[C@@H]2C)cc1,0.8
CNC[C@@H]1Oc2c(NC(=O)Nc3ccccc3)cccc2C(=O)N([C@@H](C)CO)C[C@@H]1C,-1.9
COCC#Cc1ccc([C@H]2[C@@H](CO)N3C(=O)CN(C(=O)c4cccnc4)C[C@H]23)cc1,0.8
COc1ccc(NC(=O)Nc2cccc3c2O[C@@H](CN(C)Cc2ccc(-c4ccccc4)cc2)[C@H](C)CN([C@H](C)CO)C3=O)cc1,-12
CN(C)C(=O)c1ccc(-c2ccc([C@@H]3[C@@H](C#N)N(C(=O)C4CCOCC4)[C@H]3CO)cc2)cc1,-1.2
COC(=O)C[C@H]1CC[C@@H]2[C@@H](COc3ccc(NC(=O)Cc4cccs4)cc3C(=O)N2C)O1,3.7
CO[C@@H]1CN(C)C(=O)c2ccc(NC(C)=O)cc2OC[C@@H](C)N(C(=O)C2CCOCC2)C[C@H]1C,0.3
C[C@H]1CN([C@@H](C)CO)C(=O)c2c(c3ccccc3n2C)-c2ccccc2CO[C@H]1CN(C)C(=O)Nc1cccc(C(F)(F)F)c1,-0.2
COCC(=O)Nc1ccc2c(c1)OC[C@@H](C)N(Cc1cccc(F)c1)C[C@H](C)[C@@H](OC)CN(C)C2=O,-1.0
C[C@@H]1CN([C@@H](C)CO)C(=O)c2cc(C3=CCCC3)cnc2O[C@@H]1CN(C)C(=O)c1ccc(F)cc1,-0.9
CC(C)NC(=O)N[C@@H]1C=C[C@H](CC(=O)NCc2ccc(Oc3ccccc3)cc2)O[C@@H]1CO,-0.3
COc1ccc(NC(=O)N(C)C[C@H]2Oc3cc(C#CCN(C)C)ccc3S(=O)(=O)N([C@H](C)CO)C[C@H]2C)cc1,1.4
CCC(=O)Nc1ccc2c(c1)C(=O)N(C)C[C@@H](OC)[C@H](C)CN(C(=O)COC)[C@@H](C)CO2,0.4
C[C@H](CO)N1C[C@H](C)[C@H](CN(C)Cc2ccccn2)Oc2ncc(C#CCC3CCCC3)cc2C1=O,0.0
COC(=O)C[C@@H]1C[C@H]2c3cc(NC(=O)Cc4ccncc4)ccc3O[C@H]2[C@H](CO)O1,0.7
C[C@@H]1CN([C@H](C)CO)C(=O)Cc2cc(NC(=O)CCC(F)(F)F)ccc2O[C@H]1CN(C)C(=O)Nc1cccc2ccccc12,1.2
CCS(=O)(=O)N1CC(=O)N2[C@@H](CO)[C@@H](c3ccc(C#CC4CCCCC4)cc3)[C@@H]2C1,0.4
COC(=O)[C@H]1[C@H](CO)[C@H]2Cn3c(ccc(C4=CCCCC4)c3=O)[C@@H]1N2C(=O)CC1CC1,-0.7
O=C(c1cccc(F)c1)N1CCCCN2[C@H](CO)[C@H](c3ccc(-c4ccccc4)cc3)[C@@H]2C1,-1.6
O=C(Nc1ccc(C(F)(F)F)cc1)N[C@H]1CC[C@H](CCNC(=O)c2ccccc2F)O[C@H]1CO,0.2
O=C(C1CCOCC1)N1CC(=O)N2[C@H](CO)[C@@H](c3ccc(C#CCc4ccccc4)cc3)[C@H]2C1,-0.7
COc1ccc(CN(C)C[C@@H]2OCCCC[C@@H](C)Oc3ccc(NS(=O)(=O)c4ccccc4)cc3C(=O)N([C@@H](C)CO)C[C@@H]2C)cc1,-0.9
O=C(N[C@@H]1CC[C@H](CC(=O)N2CCCCC2)O[C@H]1CO)c1ccc2c(c1)OCO2,-1.4
COc1ccc(S(=O)(=O)N(C)C[C@H]2OCCCC[C@@H](C)Oc3ccc(NC(=O)Nc4ccc(C(F)(F)F)cc4)cc3C(=O)N([C@@H](C)CO)C[C@H]2C)cc1,-12
C[C@@H]1CN([C@H](C)CO)C(=O)c2cc(NC(=O)Nc3ccc(C(F)(F)F)cc3)ccc2O[C@@H](C)CCCCO[C@H]1CN(C)S(=O)(=O)c1ccccc1,0.3

# As a working copy, part of the list above.
smiles,TcdB inh
CC(C)NC(=O)Nc1ccc2c(c1)C(=O)N([C@@H](C)CO)C[C@@H](C)[C@@H](CN(C)C(=O)CCCN(C)C)OCCCC[C@@H](C)O2,-2.1
COc1ccc(S(=O)(=O)N(C)C[C@H]2OCCCC[C@@H](C)Oc3ccc(NC(=O)Nc4c(C)noc4C)cc3C(=O)N([C@@H](C)CO)C[C@H]2C)cc1,-0.4

# Following part:
smiles,TcdB inh
Cc1ccc(S(=O)(=O)Nc2cccc3c2O[C@H](CN(C)C(=O)Nc2ccc(F)cc2)[C@@H](C)CN([C@@H](C)CO)C3=O)cc1,0.9
COc1ccccc1NC(=O)N[C@H]1CC[C@H](CCn2cc(-c3ccccc3OC)nn2)O[C@H]1CO,0.3
COc1ccc(S(=O)(=O)N(C)C[C@@H]2OCCCC[C@@H](C)Oc3ccc(NC(=O)Nc4ccc(C(F)(F)F)cc4)cc3C(=O)N([C@@H](C)CO)C[C@H]2C)cc1,0.3
O=C(C[C@@H]1C=C[C@@H](NC(=O)C2CCOCC2)[C@@H](CO)O1)Nc1ccc(-c2ccccc2)cc1,-1.9
O=C(Nc1ccc(F)cc1)N[C@H]1CC[C@H](CCn2cc(-c3ccc(F)cc3)nn2)O[C@H]1CO,-0.9
C[C@H](CO)N1C[C@H](C)[C@H](CN(C)C(=O)CCCN(C)C)OCc2cn(nn2)CCCC1=O,0.8
C[C@@H]1CN([C@H](C)CO)C(=O)Cc2cc(NC(=O)Nc3ccc(C(F)(F)F)cc3)ccc2O[C@H]1CN(C)CC1CCCCC1,0.5
COc1ccc2c3c([nH]c2c1)[C@@H](CO)N(C)CC31CCN(S(=O)(=O)c2cn(C)cn2)CC1,-1.8
C[C@H](CO)N1C[C@H](C)[C@H](CN(C)C(=O)CN2CCOCC2)Oc2ncc(C#CCN(C)C)cc2C1=O,-0.2
Cc1noc(C)c1NC(=O)N(C)C[C@@H]1OCCCC[C@H](C)Oc2ccc(N(C)C)cc2C(=O)N([C@H](C)CO)C[C@H]1C,-7.2
C[C@@H]1CCCCO[C@@H](CN(C)C(=O)C2CCCCC2)[C@H](C)CN([C@H](C)CO)C(=O)c2cc(N(C)C)ccc2O1,-37
Cc1ccc(S(=O)(=O)N(C)C[C@H]2OCCCC[C@@H](C)Oc3ccc(NC(=O)Nc4ccc(F)cc4)cc3C(=O)N([C@@H](C)CO)C[C@@H]2C)cc1,0.3
C[C@@H]1CN([C@@H](C)CO)C(=O)c2cc(NC(=O)Nc3ccc(C(F)(F)F)cc3)ccc2O[C@@H](C)CCCCO[C@@H]1CN(C)S(=O)(=O)c1ccc(F)cc1,0.8
COc1ccc(NC(=O)Nc2ccc3c(c2)CC(=O)N([C@H](C)CO)C[C@@H](C)[C@H](CN(C)C)O3)cc1,0.2
C[C@H](CO)N1C[C@H](C)[C@H](CN(C)C(=O)NC2CCCCC2)OCCCC[C@H](C)Oc2ccc(NC(=O)c3ccncc3)cc2C1=O,0.3
C[C@@H]1CN([C@@H](C)CO)C(=O)c2cccc(NC(=O)c3ccncc3)c2O[C@@H]1CN(C)S(=O)(=O)c1cn(C)cn1,-0.2
CCNC(=O)C[C@@H]1CC[C@H]2[C@H](COc3ccc(NC(=O)Cc4cccs4)cc3C(=O)N2C)O1,-0.6
C[C@H]1CN([C@@H](C)CO)C(=O)c2cccc(NC(=O)Nc3cccc4ccccc34)c2O[C@H]1CN(C)C,0.8
Cn1cnc(CCNC(=O)C[C@H]2CC[C@H]3[C@@H](COC[C@H](O)CN3C(=O)C3CCCC3)O2)c1,-0.6

# Rewritten as labelled records: three of the compounds above.
> CCNC(=O)C[C@@H]1CC[C@H]2[C@H](COc3ccc(NC(=O)Cc4cccs4)cc3C(=O)N2C)O1
- TcdB inh: -0.6
> C[C@@H]1CN([C@@H](C)CO)C(=O)c2cccc(NC(=O)c3ccncc3)c2O[C@@H]1CN(C)S(=O)(=O)c1cn(C)cn1
- TcdB inh: -0.2
> Cc1ccc(S(=O)(=O)N(C)C[C@H]2OCCCC[C@@H](C)Oc3ccc(NC(=O)Nc4ccc(F)cc4)cc3C(=O)N([C@@H](C)CO)C[C@@H]2C)cc1
- TcdB inh: 0.3
